HEK cytotox – kills HEK 293 cells | HEK 293 viability, ATP luminescence (CellTiter-Glo), 48-72 h | actives 6.6% (n = 94,000) | Potency, µM (titrated, usually from 115 µM), for inactives: top-dose activity change, negative = cytotoxicity, usual class: inhibitors | AID 1345083; further: potency means the concentration at half of the fitted maximal effect; nearly all actives have a fitted effect of over 60% in size
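Read-out: CellTiter-Glo ATP luminescence. Cells: HEK 293, 250 cells/well. Exposure: 48 or 72 hr, 37 degree Celsius.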
SNCA viab count – reduces viability of HEK-293 SNCA reporter cells. HEK-293-SNCA-luc viability, GF-AFC fluorescence, 24 h. Potency, µM (top dose mostly 57.1 µM), for inactives: top-dose activity change, negative = cytotoxicity, most hits filed as cytotoxic. actives 0.12% (n = 150,000). AID 1671193;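 further: potency means the concentration at half of the fitted maximal effect; 0% = DMSO-treated cells and -100% = medium-only wells without cells; nearly all actives have a fitted effect of over 30% in size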
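HEK-293-SNCA-luc cells (1500/well) plated 24 h, then exposed 24 h to a dilution series; GF-AFC added 30 min at 37C, fluorescence 405/540 nm; normalised to medium-only and DMSO wells, Hill fit.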
SNCA expr inh – inhibitors of alpha-synuclein (SNCA) gene expression | HEK-293 SNCA-luciferase knock-in, luminescence, 24 h | Potency, µM (doses to about 57.2 µM), without a hit: at the top dose activity change, negative = inhibition, hits mostly inhibitors | actives 0.17% (n = 140,000) | AID 1671194;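 further: potency means the concentration at half of the fitted maximal effect; plate controls were DMSO cells for no effect and cell-free wells for full effect; nearly all actives have a fitted effect of over 45% in size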
3T3 cytotox – cytotoxic compounds in NIH 3T3 cells. Potency, µM (doses to about 96.7 µM), for inactives: at the top dose activity change, negative = cytotoxicity, most hits filed as inhibitors. NIH 3T3 viability, CellTiter-Glo ATP luminescence, 48-72 h. AID 1345082. actives 4.3% (n = 94,000); further: potency means the concentration at half of the fitted maximal effect; nearly all actives have a fitted effect of over 55% in size
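Luminescent ATP readout (CellTiter-Glo, 10 min RT) after 48 or 72 hr compound exposure of NIH 3T3 cells seeded at 400 cells/well in 1536-well format; quantitative HTS.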
GPT2 inh – inhibitors of human GPT2 alanine aminotransferase | actives 0.25% (n = 100,000) | Q8TD30 | Potency, µM (series often up to 57.7 µM), without a hit: at the top dose activity change, negative = inhibition, most hits filed as inhibitors | AID 1671188 | Recombinant GPT2, coupled pyruvate oxidase/HRP Amplex Red fluorescence; further: potency means the concentration at half of the fitted maximal effect; nearly all actives have a fitted effect of over 60% in size; many of its hits are not listed in these tables
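Fluorescence of coupled pyruvate oxidase/HRP/Amplex Red system (50uM Amplex, 30 min, dark) reports pyruvate formed by GPT2. Enzyme reaction: 10ng/uL GPT2, 2mM L-alanine, 250uM a-KG, 30 min room temperature, pH 7.5; 50uM AOA control.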
IP6K1 inh – IP6K1 kinase inhibition. IP6K1 kinase, ADP-Glo luminescence, 2 h; active compounds read low. actives 0.81% (n = 140,000). Q92551. activity change, % (series mostly up to about 58 µM); in the data active means activity change below about -25%
Target sequence (Q92551 whole entry, looked up): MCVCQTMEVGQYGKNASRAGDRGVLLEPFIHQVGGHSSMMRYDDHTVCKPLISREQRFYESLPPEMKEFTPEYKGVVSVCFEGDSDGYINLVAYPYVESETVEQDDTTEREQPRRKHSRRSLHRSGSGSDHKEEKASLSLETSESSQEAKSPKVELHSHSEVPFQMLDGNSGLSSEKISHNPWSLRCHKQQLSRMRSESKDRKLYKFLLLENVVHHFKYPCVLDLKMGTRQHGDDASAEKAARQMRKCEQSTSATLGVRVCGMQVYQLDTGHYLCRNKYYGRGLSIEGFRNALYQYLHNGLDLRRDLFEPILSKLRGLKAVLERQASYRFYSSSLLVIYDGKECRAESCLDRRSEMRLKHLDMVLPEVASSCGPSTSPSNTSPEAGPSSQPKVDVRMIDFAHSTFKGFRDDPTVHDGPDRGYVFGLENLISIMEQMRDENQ
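ADP-Glo luminescence measures ADP made by human IP6K1 during a 2 h RT reaction with ATP/IP6 (mix at 1.3 mM/130 uM); top library doses 57.5 and 19.1 uM final.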
FLuc inh – inhibitors of firefly (Photinus pyralis) luciferase. P08659. purified P. pyralis luciferase, luminescence, biochemical. Potency, µM (series often up to 115 µM), for inactives: top-dose activity change, negative = inhibition, actives largely listed as inhibitors. actives 2.5% (n = 76,000). AID 1347043; further: potency means the concentration at half of the fitted maximal effect; nearly all actives have a fitted effect of over 65% in size
Target sequence (P08659 whole entry, looked up): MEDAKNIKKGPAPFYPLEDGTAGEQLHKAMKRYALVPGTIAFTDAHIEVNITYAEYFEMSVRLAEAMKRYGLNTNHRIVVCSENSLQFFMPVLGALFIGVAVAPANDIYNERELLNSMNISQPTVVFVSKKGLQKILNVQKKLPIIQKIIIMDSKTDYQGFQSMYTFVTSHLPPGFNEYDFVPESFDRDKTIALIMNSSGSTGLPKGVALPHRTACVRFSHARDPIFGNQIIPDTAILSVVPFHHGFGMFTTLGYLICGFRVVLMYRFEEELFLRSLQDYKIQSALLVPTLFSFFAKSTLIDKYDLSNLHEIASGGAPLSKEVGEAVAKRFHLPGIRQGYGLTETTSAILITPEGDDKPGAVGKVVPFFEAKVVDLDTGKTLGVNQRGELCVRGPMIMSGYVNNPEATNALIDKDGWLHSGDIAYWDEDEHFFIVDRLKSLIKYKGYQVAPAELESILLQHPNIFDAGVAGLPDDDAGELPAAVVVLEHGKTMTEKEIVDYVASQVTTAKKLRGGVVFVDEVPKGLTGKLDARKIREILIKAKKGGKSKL
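Purified 10nM P. pyralis luciferase with 10uM D-luciferin and 10uM ATP in 50mM Tris acetate pH 7.5, 10mM Mg acetate, 0.01% Tween-20, 0.05% BSA. qHTS titration; luminescence read by CCD imager.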
An asterisk follows results filed as active; i = inactive; ? = inconclusive; · = not tested or not shown; [ ] = another dose, or the depositor's remark. Unless noted, the call rests on the fitted dose curve; in most records, active means well fitted curve in the direction sought with a large enough effect; inconclusive means small, poorly fitted or top-dose-only effect, or another doubt; inactive means no such curve, though single readings can be large; an effect the other way counts as inactive or inconclusive. Unless noted, on the % scale 0 is the no-effect control and ±100 the full control effect.

SMILES	HEK cytotox	SNCA viab count	SNCA expr inh	3T3 cytotox	GPT2 inh	IP6K1 inh	FLuc inh
O=C(c1ccc2c(c1)OCO2)N1CCC12Cc1ccccc1NC2=O (centres undefined)	?	5.3%[87.6 µM]	-7.0%[87.6 µM]	-7.4%[138 µM]	i	1.1	-2.8%[172 µM]
CCC(CC)C(=O)NC[C@@H]1C=C(C)[C@H](Cc2nc3ccc(F)cc3[nH]2)C[C@H]1C(C)C	?	?	-24.5%[87.6 µM]	100µM*	1.6%[88.5 µM]	-4.5	2.0%[172 µM]
COc1cccc(-c2nc(-c3c(C)noc3C)cc3c2cc(C)n3CCN(C)C)c1OC	?	-17.6%[87.6 µM]	32.0%[activator][87.6 µM]	?	?	-6.1	3.2%[172 µM]
Cn1nc(C(=O)N2CCN(c3ccccc3)CC2)c2c1-c1ccccc1S(=O)(=O)C2	·	4.8%	-4.3%	·	·	-12.1	·
CCN(CC)c1cc(NC2CCCCC2)c2c3c(onc13)-c1ccccc1C2=O	·	?	-25.1%	·	·	-12.6	·
CCCCCn1c(=O)[nH]c2cc(C(=O)N3CCN(c4cccc(Cl)c4)CC3)ccc2c1=O	·	-14.7%	11.2%	·	·	6.5	·
COc1cccc(C(=O)N2C(C(=O)NC(C)C)COC23CCN(C(=O)c2ccccc2F)CC3)c1 (centres undefined)	-21.2%	0.0%	-16.1%	-7.2%	i	-9.2	3.0%
O=C(NC1CC(=O)N(c2ccccc2)C1)c1ccco1 (centres undefined)	·	-0.6%	-21.4%	·	·	9.7	·
COc1ccccc1Cc1nc2ccccc2nc1SCC(=O)Nc1cc(Cl)ccc1OC	·	1.7%	14.7%	·	·	-13.4	·
CN(CC1CCOCC1)C(=O)NCc1ccco1	-1.1%	-1.3%	-3.2%	-8.8%	i	24.0	-7.9%
CC(=O)CSc1nc(-c2ccccc2)[nH]c1S(=O)(=O)c1ccc(C)cc1	·	-15.0%	-5.4%	·	·	-5.8	·
CC1(c2noc(C3CCOCC3)n2)CCN(Cc2c(F)cccc2Cl)CC1	-21.5%	-3.7%	-0.2%	-14.0%	2.7%	-1.1	0.5%
CN1CCc2cc(Cl)c(O)cc2[C@@H](c2ccccc2)C1	·	-6.1%	-7.2%	·	2.0%	·	·
COc1ccc(N2CCN(CCCNC(=O)C3COc4ccccc4C3)CC2)cc1 (centres undefined)	·	8.7%	3.8%	·	·	41.3	·
CC(=O)OC1CCC2(C)C(CCC3(C)C2CC=C2C4CC(C)(C)CCC4(C)CCC23C)C1(C)C(=O)O (centres undefined)	·	?	·	·	i	-6.5	·
COc1cccc(-c2cc(-c3nc(C4CC(=O)N(C5CCCCC5)C4)no3)[nH]n2)c1 (centres undefined)	?	-29.3%	?	?	i	-2.9	-19.3%
CCC1CCCCN1CCCNC(=O)c1ccc2c(c1)N(Cc1ccccc1F)C(=O)c1ccccc1S2(=O)=O (centres undefined)	·	-25.3%	?	·	·	2.6	·
CCN(CC)c1cc(CCC(=O)N2CCN(c3cccc(OC)c3)CC2)ccn1	?	-11.7%	?	?	i	-4.7	4.0%
Cc1ccc(C(=O)N2CCc3n[nH]c(=O)n3CC2)cc1F	i	3.8%	-0.1%	-3.9%	-10.4%	-9.3	4.5%
CC(=O)c1ccc(NS(=O)(=O)c2cc3[nH]c(=O)c(=O)[nH]c3cc2C)cc1	·	-5.8%	19.9%	·	·	-17.3	·
O=C(c1cccc(Cl)c1)N1CCCC2(C1)NC(=O)N(Cc1ccccc1)C2=O (centres undefined)	-2.2%	-8.3%	2.4%	?	0.9%	-4.8	2.4%
Cc1ccc(C)c(NC(=O)C(Cc2ccccc2)N2Cc3ccccc3C2=O)c1 (centres undefined)	·	-4.6%	4.4%	·	·	-16.1	·
COc1ccc(C(=O)N2CCC3(CC2)CNC(C(=O)O)C3)cc1Cl (centres undefined)	-2.2%	0.7%	24.2%	-0.1%	i	0.5	0.6%
O=C(Nc1c(F)cccc1F)N1CCOc2ccc(CN3CCc4ccccc4C3)cc2C1	?	-8.1%	7.8%	?	-5.0%	-8.9	0.9%
Cc1cccc(NC(=O)Cn2nc3n(c2=O)CCCCC3)c1C	1.7%	6.5%	4.3%	3.7%	-11.3%	37.5	6.3%
CCOc1ccccc1CN1CCC2(CCN([S+](=O)([O-])c3ccc(C)cc3)CC2)Oc2ccccc21	-26.5%	?	12.8%	-28.7%	i	33.4	-15.6%
CC1(c2noc(-c3ccncc3)n2)CCN(C(=O)CCc2cc(Cl)no2)CC1	?	12.0%	-10.3%	-26.0%	i	2.9	·
CCc1ccc(NC(=O)CSC2=Nc3ccccc3C3=NC(CC(=O)NCc4cccs4)C(=O)N23)cc1 (centres undefined)	·	-2.4%	-7.6%	·	·	-9.8	·
O=C(c1ccccc1Cl)N1CCN(Cc2ccccc2-c2cccnc2)CC1	?	5.2%[12.5 µM]	0.7%	?	1.9%	19.0	·
Cc1ccc(-c2noc(CCCC(=O)N3CCc4nc5cc[nH]n5c(=O)c4C3)n2)cc1	0.4%	-7.6%	?	-5.4%	-1.9%	10.0	-20.1%
O=C(NC1CCN(c2ccc3nnc(-c4ccccc4)n3n2)C1)c1ccccc1F (centres undefined)	?	·	·	?	·	-4.0	·
CN(C)c1cccc(NC(=O)Cc2c[nH]c3ncc(-c4cccnc4)cc23)c1	?	-15.7%[87.6 µM]	-5.1%[87.6 µM]	?	4.5%[88.5 µM]	-24.7	9.2%[172 µM]
CNc1nc(-c2ccc3c(N)n[nH]c3c2)cc(N2C[C@@H](C(=O)NC3CCCCC3)CC[C@@H]2C)n1	·	-30.0%	-2.9%	·	-68.7%	·	·
Cc1nn(C(=O)c2c(F)cccc2F)c(C)c1S(=O)(=O)N1CCCCCC1	·	12.0%	-15.3%	·	·	-10.4	·
C1=CC[C@H]2CN(c3nccc(-c4ccccn4)n3)C[C@H]2C1	44.7µM*	-5.6%	66.2%[activator]	?	0.9%	3.9	-11.6%
CC(=O)Nc1ccc(S(=O)(=O)N2CC[C@H](c3nc4ccccc4o3)C2)cc1	?	-8.4%[87.6 µM]	?	-20.5%[174 µM]	i	20.2	-6.2%[172 µM]
COc1ncccc1-c1cnc2[nH]cc(CC(=O)NCc3ccco3)c2c1	?	-8.8%[87.6 µM]	14.4%[87.6 µM]	?	0.6%[88.5 µM]	-19.1	-11.4%[172 µM]
O=C(c1ccoc1)N1CCOc2ccc(CN3CCc4ccccc4C3)cc2C1	39.8µM*	-0.4%	-4.5%	?	i	-8.5	3.3%
CCn1c2ccccc2c2nnc(N3CCN(c4ccc(F)cc4)CC3)nc21	·	-0.9%	34.1%[activator]	·	·	17.4	·
CNC(=O)N1CCC(C2CCN(C(=O)C3CC=CC3)C2)CC1 (centres undefined)	-10.2%	2.8%	-10.3%	-19.3%	4.4%	32.6	-8.2%
CN(C)C[C@@H]1CN(Cc2ccccn2)C[C@H]1NC(=O)c1n[nH]c2ccccc12	?	-3.4%	-9.1%	-17.1%	i	8.3	-13.7%
COC(=O)N(Cc1cccc(N2CCN([S+](=O)([O-])c3c(Cl)cccc3Cl)CC2)c1F)C(C)C	?	·	·	?	·	4.1	·
CC[C@H]1CN(C(=O)c2ccc(F)cc2)CC[C@H]1CC(=O)N[C@@H](CO)CC(C)C	i	1.0%[87.6 µM]	2.1%[87.6 µM]	4.4%[138 µM]	-4.2%[88.5 µM]	3.9	2.7%[172 µM]
CC(C)NC(=O)NC[C@H]1O[C@@H](CC(=O)NC2CC2)[C@H](O)[C@@H]1O	-4.0%[172 µM]	9.0%[87.6 µM]	15.6%[87.6 µM]	1.2%[174 µM]	-0.2%[88.5 µM]	7.4	-6.6%[172 µM]
COC(=O)c1ccc(NC(=O)c2c(C)oc3ccn(Cc4ccc(F)cc4)c(=O)c23)cc1	-16.8%	14.4%	22.5%	3.3%	i	6.4	0.5%
O=C1CC(c2ccccc2)N(C(=O)CNC(=O)CN2CCCC2=O)CCCCCN1 (centres undefined)	-4.7%	-8.8%	17.5%	i	-5.8%	2.3	-4.7%
CCC1CN(Cc2cccc(C)n2)CCC(=O)N1Cc1ccccc1 (centres undefined)	?	-19.4%	-1.7%	?	-10.2%	17.5	5.8%
CC(C)CN(C1CCN(C)CC1)C1CN(C(=O)c2n[nH]c3ccccc23)C1	-16.2%	-1.9%	56.5%[activator]	-10.1%	-7.3%	1.3	·
COc1ccc(NC(=O)CSc2oc(-c3ccco3)nc2S(=O)(=O)c2ccccc2)c(OC)c1	·	-2.4%	29.4%	·	·	16.9	·
CC(C)Cc1nc(CN2C[C@@H]3CC[C@H](C2)N(Cc2ccccc2)C3)no1	?	-0.6%	13.4%	?	-3.5%	37.7	9.2%
O=C(NCc1ccccc1Cl)c1ccc2oc(-c3ccccn3)nc2c1	?	13.0%	-1.0%	-28.7%	-8.5%	2.4	·
Cc1[nH]ncc1CNC(=O)C1CCN(C(=O)c2ncn3c2COC(c2ccc(F)cc2)C3)CC1 (centres undefined)	-3.9%	-1.8%	-16.4%	i	i	-5.6	?
CC1=C(/C=C/C(C)=C\C=C\C(C)=C/C(=O)O)C(C)(C)CCC1	·	6.5%	·	·	i	4.7	·
Cc1noc(-c2cn(C3CCCN(C(=O)c4ccc(C(C)(C)C)cc4)C3)nn2)n1 (centres undefined)	?	-1.5%	1.2%	-13.9%	-12.0%	0.0	2.2%
OC[C@@H]1CN(C2CCSCC2)C[C@H]1c1nc(-c2cccnc2)no1	-19.9%	5.2%	42.5%[activator]	-20.5%	-9.6%	-6.1	?
Cc1ccc2c(c1)c(=O)c(C(=O)c1ccc3c(c1)OCO3)cn2Cc1cccc(F)c1	·	?	-13.9%	·	·	-11.7	·
COc1cccc([C@@H]2CN(CC3CCOCC3)C[C@H]2C(=O)O)c1OC	-4.0%	2.1%	18.2%	-8.3%	i	-6.3	-2.9%
O=C(CSc1nccn1-c1cccc(Cl)c1)Nc1ccc2c(c1)OCO2	·	-10.0%	6.5%	·	·	-7.9	·

Nothing new here: 4 of the compounds above.
SMILES	HEK cytotox	SNCA viab count	SNCA expr inh	3T3 cytotox	GPT2 inh	IP6K1 inh	FLuc inh
CN(C)C[C@@H]1CN(Cc2ccccn2)C[C@H]1NC(=O)c1n[nH]c2ccccc12	?	-3.4%	-9.1%	-17.1%	i	8.3	-13.7%
COC(=O)N(Cc1cccc(N2CCN([S+](=O)([O-])c3c(Cl)cccc3Cl)CC2)c1F)C(C)C	?	·	·	?	·	4.1	·
CC[C@H]1CN(C(=O)c2ccc(F)cc2)CC[C@H]1CC(=O)N[C@@H](CO)CC(C)C	i	1.0%[87.6 µM]	2.1%[87.6 µM]	4.4%[138 µM]	-4.2%[88.5 µM]	3.9	2.7%[172 µM]
CC(C)NC(=O)NC[C@H]1O[C@@H](CC(=O)NC2CC2)[C@H](O)[C@@H]1O	-4.0%[172 µM]	9.0%[87.6 µM]	15.6%[87.6 µM]	1.2%[174 µM]	-0.2%[88.5 µM]	7.4	-6.6%[172 µM]

Screening results as filed in PubChem BioAssay.

Rows are unselected, and some 7.8% of all compounds hit somewhere here.
